Screening data deposited in PubChem BioAssay by National Center for Advancing Translational Sciences (NCATS).
Giardia killer – kills Giardia lamblia. Giardia lamblia trophozoite viability. activity change, % at 7.66 µM, hits read low. actives 0.15% (n = 340,000). AID 540267; in the data active = activity change below about -80%; inconclusive = between about -30% and that limit;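 also: parasites exposed to compound for two days anaerobically before the ATP read; % is scaled to controls: 0 for no effect and ±100 for the full control effect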
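Trophozoites 100 cells/well + cpd; 48 hrs, 37 deg C, anaerobic. ATPLite 1-Step added, 15-30 min RT, luminescence read (ATP-based viability).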
Menin-MLL TR inh – displaces Texas Red mutant MLL peptide from human menin; actives 0.23% (n = 270,000); O00255; AID 1768; Potency, µM (highest dose often 61.6 µM), for inactives: at the top dose FP activity change, negative = inhibition, hits mostly inhibitors; Menin + Texas Red MLL mutant peptide, fluorescence polarization; active = well fitted inhibition curve with a large enough effect in the polarisation, with a control signal flat, not every such curve was filed as active; inconclusive = small, poorly fitted or top-dose-only effect, or effect the other way, or a change in a side signal; inactive = no such curve, though single readings can be large or run the other way; the % refers to the polarisation; also: potency is read from the fitted curve at half-maximal effect; % of control where 0% means no effect; many of its hits are not listed in these tables
Target sequence (O00255 whole entry, looked up): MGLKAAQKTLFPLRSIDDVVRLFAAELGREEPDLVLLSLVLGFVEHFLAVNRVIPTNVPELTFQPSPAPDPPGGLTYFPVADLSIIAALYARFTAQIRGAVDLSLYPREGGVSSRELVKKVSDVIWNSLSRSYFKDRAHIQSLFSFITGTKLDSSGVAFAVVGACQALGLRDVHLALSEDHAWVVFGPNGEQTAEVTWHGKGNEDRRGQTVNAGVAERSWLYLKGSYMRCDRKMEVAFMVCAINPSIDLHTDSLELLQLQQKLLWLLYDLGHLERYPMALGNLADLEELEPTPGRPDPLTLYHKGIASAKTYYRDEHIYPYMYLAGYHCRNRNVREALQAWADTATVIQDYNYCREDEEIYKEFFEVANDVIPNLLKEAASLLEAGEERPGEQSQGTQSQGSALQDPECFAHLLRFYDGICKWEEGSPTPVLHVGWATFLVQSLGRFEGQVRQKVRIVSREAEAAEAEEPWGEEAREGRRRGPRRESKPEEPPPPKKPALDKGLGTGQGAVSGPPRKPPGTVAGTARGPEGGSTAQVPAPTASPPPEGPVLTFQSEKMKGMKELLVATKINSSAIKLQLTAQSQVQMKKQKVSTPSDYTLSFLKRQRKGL
PKM2 act – PKM2 (human) enzyme activation. purified PKM2, Kinase-Glo ATP luminescence, activation; response scale: 0% is enzyme alone, no compound. Potency, µM (doses to about 57.5 µM), for inactives: top-dose activation, hits mostly activators. actives 0.34% (n = 260,000). AID 1631; also: potency is read from the fitted curve at half-maximal effect; % is scaled to controls: 0 for no effect and ±100 for the full control effect; nearly all actives have a fitted effect of over 55% in size
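Purified hPK-M2 (>95% pure) converted ADP (0.1 mM final) to ATP with 0.5 mM PEP in 50 mM imidazole pH7.2, KCl, MgCl2, Tween 20, BSA; 1 h at room temperature. ATP detected by Kinase-Glo luminescence.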
B2AR arrestin – agonists driving beta-arrestin recruitment to human beta2-adrenergic receptor | beta-arrestin recruitment to beta2AR, cell-based reporter | Potency, µM (titrated, usually from 46.1 µM), without a hit: at the highest dose activation, hits mostly activators | actives 0.02% (n = 330,000) | AID 492947;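 also: potency is read from the fitted curve at half-maximal effect; 0% = DMSO controls and full agonism = EC100 isoproterenol or metaproterenol; nearly all actives have a fitted effect of over 65% in size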
KCNH2 3.1 inh – blocks the human KCNH2 3.1 channel isoform. U2OS KCNH2 3.1, thallium flux FluxOr; hits give low values. activity change, % (tested at about 1.8 µM). actives 0.95% (n = 340,000);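 active = maximum activity change below -70%; inconclusive = maximum activity change from -70% to -50%; inactive = maximum activity change above -50%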;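 also: thallium influx rate constant from kinetic fluorescence after stimulation buffer; % is scaled to controls: 0 for no effect and ±100 for the full control effect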
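FluxOr-based Tl+ influx in U2OS cells transduced with KCNH2 3.1 virus; rate constants normalized to DMSO controls.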
CXXC DNA block – inhibitors of human MLL CXXC domain-DNA interaction; AID 2662; Potency, µM (series often up to 115 µM), for the others: at the highest dose activity change, negative = inhibition, most hits filed as inhibitors; Q03164; MLL-CXXC / FITC-HOXA9 DNA fluorescence polarization; actives 0.037% (n = 290,000); active = well fitted inhibition curve with a large enough effect in the polarisation, with a control signal flat, not every such curve was filed as active; inconclusive = small, poorly fitted or top-dose-only effect, or effect the other way, or a change in a side signal; inactive = no such curve, though single readings can be large or run the other way; the % refers to the polarisation; also: potency is read from the fitted curve at half-maximal effect
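Fluorescence polarization: 7 uM MLL-CXXC (stock) preincubated 5 min with compounds, then 50 nM fluorescein-HOX-A9 DNA (stock) added; 30 min ambient. Buffer 50 mM Tris-HCl pH 7.5, 50 mM NaCl, 1 mM DTT, 0.05% BSA.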
Coupling enz – coupling enzyme interference in Giardia aldolase counter-screen | coupling enzyme system counterscreen, AmpLite Red fluorescence | activity change, negative = inhibition, % at 58.2 µM, hits read low | actives 0.67% (n = 290,000); in the data active = activity change below about -30%; also: % is scaled to controls: 0 for no effect and ±100 for the full control effect
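Activity here indicates interference with the coupling reaction, not aldolase inhibition. Compounds at 57.5 uM final met coupling enzymes for 10 min at RT; substrate and AmpLite Red detection followed, with a 525/598 nm fluorescence read after 20 min.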
hERG WT inh – KCNH2 (human, wildtype) channel inhibition. Q12809. U2OS, BacMam KCNH2, thallium flux FluxOr; hits give low values. activity change, % at 1.84 µM. actives 0.37% (n = 340,000). AID 720551;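 active = maximum activity change below -70%; inconclusive = maximum activity change between -70% and -50%; inactive = maximum activity change above -50%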; also: % is scaled to controls: 0 for no effect and ±100 for the full control effect
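U2OS cells transduced with wild-type KCNH2 virus are loaded with FluxOr dye for 45 min, and thallium flux is measured in kinetic reads before and after stimulation buffer. Rate constants are normalized to DMSO controls.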
TRPV1 ag – activates the human vanilloid receptor TRPV1; Q8NER1; TRPV1-expressing cells, Fluo-8 calcium influx, agonist mode; activation, % at 8.33 µM; actives 0.19% (n = 320,000); AID 540275; in the data active = activation above about 80%; inconclusive = between about 30% and that limit; also: 0% is about no effect
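Fluo-8 calcium influx in TRPV1-expressing cells, kinetic read (ex 480/em 520 nm). Compound added and read 3 min for agonist activity, followed by capsaicin at EC20 final and 2 min further read for enhancement.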
USP2a block – inhibitors of human ubiquitin-specific protease USP2a; O75604; USP2 core, Ub-CHOP2 coupled fluorogenic reporter, 485/531; Potency, µM (titrated, usually from 38.3 µM), for the others: at the highest dose activity change, negative = inhibition, usual class: inhibitors; actives 0.01% (n = 330,000); AID 463254;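 also: potency is read from the fitted curve at half-maximal effect; plate controls were DMSO wells for no effect and full inhibition by NEM control for full effect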
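Deubiquitinase activity read as fluorescence (485/531 nm) after Ub-CHOP2 cleavage activates the enterokinase reporter on its substrate; USP2 core 10nM, Ub-CHOP2 and substrate 25nM each, 30min compound preincubation then 60min RT; data normalized to NEM, curves fitted.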
GALK inh – blocks human galactokinase activity; P51570; Purified GALK, Kinase-Glo residual ATP luminescence; Potency, µM (doses to about 57.5 µM), for inactives: at the highest dose activity change, negative = inhibition, most hits filed as inhibitors; actives 0.007% (n = 270,000); AID 1868; also: potency is read from the fitted curve at half-maximal effect; % is scaled to controls: 0 for no effect and ±100 for the full control effect
Target sequence (P51570 whole entry, looked up): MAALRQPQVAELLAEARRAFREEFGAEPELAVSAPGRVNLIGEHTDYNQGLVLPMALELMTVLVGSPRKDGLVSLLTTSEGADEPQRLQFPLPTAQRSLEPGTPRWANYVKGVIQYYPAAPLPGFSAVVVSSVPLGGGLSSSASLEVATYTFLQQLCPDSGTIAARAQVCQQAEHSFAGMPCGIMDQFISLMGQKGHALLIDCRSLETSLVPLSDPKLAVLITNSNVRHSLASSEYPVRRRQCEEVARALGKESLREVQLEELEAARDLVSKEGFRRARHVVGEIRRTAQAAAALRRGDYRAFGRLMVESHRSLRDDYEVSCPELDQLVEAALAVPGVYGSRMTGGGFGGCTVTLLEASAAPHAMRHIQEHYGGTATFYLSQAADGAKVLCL
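Galactose (100 uM) and ATP (35 uM) were turned over by 5 nM GALK for 1 h at RT. Kinase-Glo Plus then converted the remaining ATP into a luminescent signal.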
An asterisk follows results filed as active; ? = inconclusive; nt = not tested or not shown; & = joins results of further samples; [ ] = dose if it differs, or a comment. Unless noted, calls follow the shape of the dose curve; as a rule, active = well fitted curve in the direction sought with a large enough effect; inconclusive = small, poorly fitted or top-dose-only effect, or another doubt; inactive = no such curve, though single readings can be large; an effect the other way counts as inactive or inconclusive. A portion of the library (hit frequency here may not be typical).

cpd	Structure	Giardia killer	Menin-MLL TR inh	PKM2 act	B2AR arrestin	KCNH2 3.1 inh	CXXC DNA block	Coupling enz	hERG WT inh	TRPV1 ag	USP2a block	GALK inh
1	COc1ccc(NC(=O)CSc2nnc(CNC(=O)c3ccco3)o2)cc1	-3	7%	-2%	-0.1%	-2	4%	-1	0	0	3%	1%
2	COc1ccccc1-n1c(SCC(N)=O)nnc1-c1ccccc1	-8	17%	2%	-0.2%	3	3%	3	5	-2	-1%	2%
3	COC(=O)c1ccc2nc(NC(=O)CCS(=O)(=O)c3ccccc3)sc2c1	3	nt	-10%	-0.3%	7	-4%	nt	-2	-1	0%	5%
4	CCOc1ccc(NC(=O)c2ccccc2NC(=O)CN(C)CC(=O)Nc2ccc(C)cc2)cc1	29	1%	-2%	-0.7%	-6	-8%	-3	-11	15	1%	0%
5	Oc1ccc(Cl)cc1-c1cc(-c2cccc(Br)c2)n[nH]1	7	?	0%	-0.1%	-6	-1%	-1	2	2	2%	1%
6	O=C(O)CCC(=O)NNC(=O)c1cccc(Cl)c1	23	?	1%	-0.1%	4	11%	0	13	1	0%	0%
7	COc1ccc(/C=N/NC(=O)c2ccc(Br)cc2)cc1CN1CCOCC1	28	nt	6%	-0.3%	-85*	60%[activator]	4	17	3	0%	0%
8	O=C(c1cc(-c2ccc(Cl)cc2)on1)N1CCN(c2ccc(F)cc2)CC1	0	-28%	2%	-0.2%	-26	1%	1	6	18	-2%	-2%
9	CC(=O)NC12CC3CC(C1)CC(C(=O)Nc1nccs1)(C3)C2	-11	8%	0%	0.0%	-2	-4%	1	-11	2	0%	9%
10	O=S1(=O)N=C(Nc2nc3c(s2)CCCC3)c2ccccc21	?	21%	-26%	-0.2%	6	4%	3	-2	0	1%	1%
11	COCCCN1C(=O)C(=O)/C(=C(/O)c2ccc(OC)cc2)C1c1ccc(O)c(OC)c1 (stereo not given)	4	6%	3%	0.3%	5	0%	2	7	5	0%	-5%
12	Cc1ccc(N2C(=N)SCC2=O)cc1Cl	11	-3%	-1%	-0.8%	-4	8%	2	-2	-3	0%	1%
13	Cc1ccc(/C=C2\SC(N3CCN(C(c4ccccc4)c4ccccc4)CC3)=NC2=O)o1	-3	?	-5%	0.2%	-5	1%	-23	7	-10	-20%	-5%
14	N#Cc1ccccc1S(=O)(=O)N1CCC(C(=O)Nc2cccc(C(=O)NC3CC3)c2)CC1	9	nt	nt	0.0%	7	nt	nt	3	-1	1%	nt
15	Cc1cccc(Oc2coc3cc(OC(=O)c4cc5ccccc5oc4=O)ccc3c2=O)c1	9	-17%	2%	-0.6%	4	-18%	-1	5	2	4%	-1%
16	Cc1ccccc1C(=O)Nn1cnnc1	1	-8%	0%	0.2%	6	-3%	-1	1	-1	0%	2%
17	Cc1ccc(C2=NN(C(=O)CN3C(=O)c4ccccc4S3(=O)=O)C(c3ccco3)C2)cc1 (stereo not given)	-6	?	-22%	0.1%	0	-6%	-6	6	2	-2%	9%
18	COC(=O)c1cc2c(ccn2-c2ccc(F)cc2)n1Cc1cccc(OC)c1	-2	15%	6%	-0.5%	0	12%	-2	-10	0	0%	-1%
19	Cc1ccc([N+](=O)[O-])cc1NC(=O)CCCOc1ccccc1	-3	30%	-1%	0.0%	-110*	11%	3	3	4	2%	-1%
20	COc1ccc(CNC(=O)CN(c2ccccc2OC)S(=O)(=O)c2cccs2)cc1	-1	nt	nt	-0.3%	-6	nt	nt	18	nt	2%	nt
21	Cc1cccc(S(=O)(=O)NC(Cc2c[nH]c3ccccc23)C(=O)O)c1 (stereo not given)	?	6%	-8%	-0.5%	3	-7%	1	-1	-2	3%	0%
22	O=[N+]([O-])c1cccn2cc(-c3ccc(Br)cc3)nc12	-99*	?	17%	-0.9%	6	-17%	4	-9	-4	1%	1%
23	Cc1ccc(NC(=O)c2cnccn2)cc1S(=O)(=O)N1CCCCCC1	-10	nt	nt	-1.1%	12	nt	nt	2	nt	1%	nt
24	CC(C)[C@@H]1NC(=O)c2cc([N+](=O)[O-])cc(F)c2NCCC[C@@H](C(N)=O)NC(=O)[C@H](CO)NC1=O	nt	-8%	-4%	-1.3%	nt	-9%	5	nt	2	0%	nt
25	Cc1occc1-c1nnc(SCC(=O)c2c(N)n(C3CC3)c(=O)[nH]c2=O)n1C	6	nt	nt	-0.4%	19	nt	nt	-2	-5	-1%	nt
26	Cc1cc(C)n2nc(C(=O)OCC(=O)NCc3ccc(F)cc3)nc2n1	35[activator]	nt	nt	0.2%	-2	nt	nt	2	nt	5%	nt
27	O=C(O)c1ncc(Cl)c(Cl)c1Cl	-1&-11	nt	-3%&1%	-0.2%&-0.2%	-1&17	-3%&1%	-2&4	-2&3	1&0	3%&4%	-2%&-1%
28	Cc1nc([N+](=O)[O-])cn1CCCCN1C(=O)c2ccccc2C1=O	-15	19%	1%	-1.3%	-1	2%	-2	-1	4	-1%	-2%
29	O=C(CSc1nnc(CNc2ccc(F)cc2)o1)c1ccccc1	-6	7%	-2%	0.4%	-18	-11%	-8	0	1	1%	1%
30	CC(=O)NC(CC(=O)OC(C)C(=O)Nc1ncc(Cl)cc1Cl)c1ccccc1 (stereo not given)	-9	nt	-4%	0.1%	-9	25%	nt	-8	-2	0%	6%
31	CCCc1nc(SCC(=O)NC2CC2)c2c(C)c(C)sc2n1	12	nt	nt	-0.7%	5	1%	0	-5	6	2%	1%
32	CC(C)(C)N(Cc1ccccc1)C(=O)COC(=O)CSc1ccc([N+](=O)[O-])cc1	-2	nt	nt	-0.1%	-6	nt	nt	-19	16	-2%	nt
33	Cc1oc(C)c(C(=O)O)c1COc1ccc(C(=O)O)cc1	22	5%	-1%	nt	19	-6%	1	-5	1	nt	-3%
34	Brc1cccc(CNCCCN2CCOCC2)c1	-7	0%	3%	-0.3%	-4	-2%	1	-6	-3	0%	4%
35	O=C(CCCOC(=O)c1cccnc1Cl)c1ccc(Br)cc1	31[activator]	nt	nt	-0.2%	1	nt	nt	-1	nt	2%	nt
36	C#CCOCCOCCOCCNc1nc(N2CCN(C(=O)[C@H](Cc3ccc(O)cc3)n3cc(CCO)nn3)CC2)nc(N2CCN(C(=O)[C@H](Cc3ccc(O)cc3)n3cc(CCO)nn3)CC2)n1	nt	-1%	23%	-0.1%	nt	12%	1	nt	-8	4%	nt
37	COc1cccc(/C=N/NC(=O)CCc2n[nH]c(=O)[nH]c2=O)c1O	-9	-15%	-18%	-0.6%	4	-6%	-2	0	-1	2%	-1%
38	COc1ccc(CCNC(=O)c2cc(=O)c3cc(C)ccc3o2)cc1	-6	10%	-2%	0.0%	4	5%	1	0	?	0%	-4%
39	CSc1ccc(C(=O)C2CCCN(Cc3ccc(N4CCNC4=O)cc3)C2)cc1 (stereo not given)	-10	-7%	-26%	-0.5%	?	1%	1	9	6	6%	2%
40	CC(C)OC(=O)/C(=C/c1ccc2c(c1)c1ccccc1n2C)NC(=O)c1ccccc1	11	2%	-3%	0.2%	-11	-3%	0	-7	-1	-9%	-1%
41	COc1ccccc1C(CNC(=O)C(C)(C)Oc1ccc(Cl)cc1)N1CCCC1 (stereo not given)	-8	nt	nt	-0.9%	7	nt	nt	37	9	-1%	nt
42	O=c1[nH]c(CSc2nnc(-c3ccncc3)n2Cc2ccco2)nc2ccccc12	7	-13%	1%	-0.2%	10	-8%	-1	-3	2	3%	2%
43	COc1ccccc1CNC(=O)CSc1ccc(C(=O)Nc2ccccc2OC)cc1[N+](=O)[O-]	1	12%	-2%	-0.2%	-5	9%	10	4	14	5%	0%
44	O=S(=O)(Nc1ccc(S(=O)(=O)Nc2cccc3ccccc23)cc1)c1ccccc1	17	?	25%	-0.1%	-5	-3%	5	-2	-1	6%	-2%
45	O=C(c1cc(-c2ccc(Cl)c(Cl)c2)on1)N1CCCCC1	-20	-8%	-4%	-3.6%	7	6%	2	3	?	0%	2%
